Screens as filed in PubChem BioAssay.
3CLpro inhibitor = SARS-CoV 3CLpro protease inhibition; P0C6X7; recombinant SARS-CoV 3CLpro, quenched FRET peptide cleavage; inhibition, % at 6 µM; hit rate 0.14% among 290,000; AID 1706; in the data active = inhibition above about 12%
MazF activator = activators of E. coli MazEF toxin-antitoxin RNase; P0AE70; FAM/BHQ RNA-DNA oligo cleavage fluorescence, 5 h; activation, % at 20 µM; hit rate 0.32% among 350,000; in the data active = activation above about 50%
Target sequence (P0AE70 whole entry, looked up): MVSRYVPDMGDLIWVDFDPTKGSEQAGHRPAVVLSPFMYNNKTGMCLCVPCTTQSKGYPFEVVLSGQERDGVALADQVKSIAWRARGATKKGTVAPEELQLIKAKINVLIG
Rv3671c protease = Rv3671c (M. tuberculosis) protease inhibition | inhibition, % at 5.96 µM | hit rate 0.048% among 320,000 | P9WHR9; in the data active = inhibition above about 38%;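 also: extracellular domain of Rv3671c used as enzyme; 0% = enzyme with DMSO and 100% = no enzyme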
Yp Topo-I inh = blocks Yersinia pestis topoisomerase I activity; Y. pestis Topo-I cleavage product accumulation, plate reader; activity, % at 10 µM; hit rate 0.064% among 360,000; in the data active = activity above about 50%, passing the limit was not always enough; inconclusive = no clear call, values can overlap the other calls; also: inactives centre near 2
VHR inh abs = blocks human VHR1 dual specificity phosphatase. P51452. recombinant VHR phosphatase, pNPP absorbance. inhibition, % at 13.3 µM. hit rate 0.52% among 290,000. AID 1654; in the data active = inhibition above about 50%; also: some compounds called inactive have numbers as strong as hits
Target sequence (P51452 whole entry, looked up): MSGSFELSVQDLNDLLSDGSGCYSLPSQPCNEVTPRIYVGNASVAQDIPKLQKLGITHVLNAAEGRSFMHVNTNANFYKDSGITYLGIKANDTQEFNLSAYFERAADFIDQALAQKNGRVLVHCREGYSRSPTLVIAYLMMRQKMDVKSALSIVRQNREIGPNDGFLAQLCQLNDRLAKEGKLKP
PfHsp40 yeast = compounds rescuing yeast from Plasmodium falciparum HSP40 toxicity. AID 504582. S. cerevisiae expressing PfHsp40, growth rescue, ATP luminescence. growth rescue, % at 12.5 µM. hit rate 0.68% among 340,000; in the data active = growth rescue above about 28%, passing the limit was not always enough; inconclusive = no clear call, values can overlap the other calls;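 also: yeast W303a lacking pdr1 and pdr3 grown in galactose medium; growth measured after three days at 30 °C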
TcdB GH inh = inhibitors of Clostridioides difficile toxin B glycohydrolase; P18177; TcdB glycohydrolase enzymatic assay, plate reader; hit rate 0.24% among 350,000; inhibition, % at 9.99 µM; AID 652162; in the data active = inhibition above about 10%
PriA SSB inh = inhibitors of Klebsiella pneumoniae PriA binding to SSB C-terminal tail; hit rate 0.6% among 430,000; AID 1272365; AlphaScreen SSBct-PriA binding, biotinylated peptide; inhibition, % at 33 µM; in the data active = inhibition mostly above about 37%, no sharp cut-off; inactive = mostly below about 20%;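 also: plate controls were negative control peptide for no effect and reference peptide for full effect; strong numbers were not always called active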
Anthrax LF inh2 = anthrax lethal factor protease inhibition; P15917; multiplex microsphere protease cleavage assay, LF; inhibition, % at 10 µM; hit rate 0.12% among 360,000; AID 588501; in the data active = inhibition above about 30%; inconclusive = no clear call, values can overlap the other calls; also: plate controls were buffer without enzyme for full effect and enzyme alone for no effect
Target sequence (P15917 whole entry, looked up): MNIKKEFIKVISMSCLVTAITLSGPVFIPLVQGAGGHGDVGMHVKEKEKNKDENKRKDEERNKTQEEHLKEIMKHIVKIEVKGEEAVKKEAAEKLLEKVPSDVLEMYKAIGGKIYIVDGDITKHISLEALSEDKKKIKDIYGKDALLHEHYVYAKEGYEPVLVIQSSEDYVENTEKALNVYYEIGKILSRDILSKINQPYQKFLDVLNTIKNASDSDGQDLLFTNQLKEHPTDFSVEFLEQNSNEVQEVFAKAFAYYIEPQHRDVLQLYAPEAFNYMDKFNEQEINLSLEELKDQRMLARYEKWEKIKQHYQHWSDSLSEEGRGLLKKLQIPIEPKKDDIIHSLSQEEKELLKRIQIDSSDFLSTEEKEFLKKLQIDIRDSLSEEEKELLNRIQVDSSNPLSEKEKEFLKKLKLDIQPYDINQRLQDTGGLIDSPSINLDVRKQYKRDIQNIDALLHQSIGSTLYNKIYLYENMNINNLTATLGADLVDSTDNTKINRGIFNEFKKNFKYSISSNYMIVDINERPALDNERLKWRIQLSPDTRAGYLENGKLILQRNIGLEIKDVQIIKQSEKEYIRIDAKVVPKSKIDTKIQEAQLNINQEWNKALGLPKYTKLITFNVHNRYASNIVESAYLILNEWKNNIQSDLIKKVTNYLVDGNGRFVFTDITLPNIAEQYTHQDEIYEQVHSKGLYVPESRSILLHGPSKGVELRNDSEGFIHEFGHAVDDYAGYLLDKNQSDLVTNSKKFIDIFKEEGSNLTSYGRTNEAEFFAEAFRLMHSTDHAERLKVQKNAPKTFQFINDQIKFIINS
Vc quorum ag = quorum light induction in luxS cqsA deficient V. cholerae; V. cholerae BH1578 lux reporter, luminescence, 6 h; activation, % at 18.7 µM; hit rate 0.16% among 350,000; in the data active = activation mostly above about 9.7%, no sharp cut-off; inconclusive = no clear call, values can overlap the other calls; inactive = mostly below about 3.7%; also: not every result past the cut was called active; inactives centre near 0; reference of the scale not given here
The depositor's hits bear a star; i = inactive; ? = inconclusive; · = no result given; & = joins results of further samples.

SMILES	3CLpro inhibitor	MazF activator	Rv3671c protease	Yp Topo-I inh	VHR inh abs	PfHsp40 yeast	TcdB GH inh	PriA SSB inh	Anthrax LF inh2	Vc quorum ag
O=C(Nc1ccccc1)Nc1cnccn1	-1	-3	-10	8	19	0.8	2.4	-15	-1	-0.1
CCc1cc(C(c2cccc(OC)c2)N2CCOCC2)c(NC(=O)c2ccccc2)s1 (stereo unspecified)	6	-1	0	15	18	2.9	0.0	-15	-5	·
CCCCN1C(=O)NC(NC(=O)C2CC2)(C(F)(F)F)C1=O (stereo unspecified)	7	-4	2	29	18	0.5	-0.2	-16	-4	i
Cc1ccc(S(=O)(=O)NCCc2nnc3ccc(SCc4cccnc4)nn23)cc1	4	3	0	-3	-14	0.3	1.9	-11	-2	-0.1
N#Cc1cc(N)ccc1Sc1ccccc1	1	8	2	5	41	-0.5	·	-5	-18	·
OCC1OC(n2cnc3c(N4CCCCC4)ncnc32)C(O)C1O (stereo unspecified)	·	4	·	1	·	0.1	1.2	-1	-3	i
CC(C)Sc1nnc(CNC(=O)C23CC4CC(CC(C4)C2)C3)n1C1CCCCC1	0	-3	-7	0	16	-1.0	·	-7	-1	-0.3
COc1ccc(CNC(=O)COC(=O)Cc2ccsc2)cc1	2	-6	12	8	28	-0.5	0.9	1	-6	i
COc1ccc(N2CCN(C(=O)CN(c3cccc(Br)c3)S(C)(=O)=O)CC2)cc1	4	0	6	16	0	-0.8	·	13	-7	i
O=C(Nc1ccc(N2CCOCC2)c(Cl)c1)c1ccc(-n2cnnc2)cc1	1	-6	3	4	-29	-1.9	0.0	-24	-1	i
CCOC(=O)c1c(C)[nH]c(C(=O)N/N=C/c2ccc(OC)c(OC)c2)c1C	-4	0	-9	-4	-9	-1.1	-0.3	-1	-2	-0.3
CCn1c(CCC(=O)Nc2cc(F)ccc2C)nc2cc(S(=O)(=O)N(C)C)ccc21	-3	-14	8	3	-1	-1.1	·	-7	5	-0.5
Oc1cccc2cc3cccc(O)c3c(O)c12	6	-4	38*	-7	20	1.4	·	7	-4	-0.5
O=C(COC(=O)c1ccc(S(=O)(=O)C(F)F)cc1)Nc1ccccc1C(=O)NC1CC1	·	6	11	-7	·	0.8	-0.2	-3	3	3.8
N#Cc1cc2cc3c(cc2nc1NCCNC(=S)NCCCN1CCOCC1)OCO3	-4	11	0	3	7	0.0	0.8	-10	-1	-1.6
CCCc1cc(C(F)(F)F)c(C#N)c(=O)[nH]1	4	-1	6	3	22	-0.6	·	-10	-5	i
CCOC(=O)C(=CNc1cc(C)ccc1-n1cccc1)C(=O)OCC	6	13	3	16	0	0.5	1.5	-1	·	-0.2
COc1ccc(C(=O)Nc2ccc(NC(=O)c3cc(OC)c(OC)c(OC)c3)cn2)cc1	-5	7	-3	7	12	0.0	0.7	8	-3	-1.2
CCCSc1ccccc1C(=O)N1CCN(C(=O)c2ccco2)CC1	5	-3	0	7	26	-0.2	0.7	1	0	-0.4
CCCc1ccc(S(=O)(=O)NCCc2ccncc2)cc1	-2	9	0	12	-20	0.4	·	-8	0	·
Cn1cccc1CNC(=S)Nc1ccccc1Cl	1	-9	3	2	-15	-0.5	-4.9	-11	-2	-0.6
COc1cccc(OCCn2cc(C=O)c3ccccc32)c1	2	0	-3	17	-2	4.1	1.7	-22	29	0.7
Cc1ccccc1OCCC(=O)OCC(=O)NC1CCCCC1	·	6	-2	14	·	1.6	0.7	-28	0	i
N#C/C(=C\c1ccc(O)c(O)c1)C(=O)N1CCc2ccccc21	·	-9	2	-4	·	-1.0	-0.3	6	-4	i
COc1ccc(C(O)P(=O)(OCC(C)C)c2ccc(N(C)C)cc2)c(OC)c1 (stereo unspecified)	-2	-3	7	4	17	0.0	0.0	-9	-11	0.6

Remaining list, next part
SMILES	3CLpro inhibitor	MazF activator	Rv3671c protease	Yp Topo-I inh	VHR inh abs	PfHsp40 yeast	TcdB GH inh	PriA SSB inh	Anthrax LF inh2	Vc quorum ag
Fc1ccc(CSc2nncn2NC/C=C/c2ccccc2)cc1	4	0	7	15	5	0.9	·	-2	-3	1.0
Cc1cc(C(=O)Cn2nc(C(=O)O)c3ccccc3c2=O)c(C)n1C1CC1	2	-10	-1	7	1	1.2	1.7	-8	-1	3.6
O=C(O)/C=C/C(=O)Nc1ccc(-n2ccc(C(F)(F)F)n2)cc1	0	7	-1	-6	20	-0.2	0.4	-4	-1	-0.7
O=C(NC1CCCC1)c1ccc(CS(=O)(=O)c2ccc(Cl)cc2)o1	-2	6	8	6	4	-0.4	1.4	-4	1	-0.3
O=[N+]([O-])c1cc(Cl)cc(/C=N/NC(=S)Nc2ccc(S(=O)(=O)N3CCOCC3)cc2)c1O	7	6	58*	-10	20	449*	1.7	·	6	-2.4
COc1ccc(/C=N/NC(=O)c2cccc(OC(F)(F)C(F)F)c2)cc1O	5	12	-5	4	-8	-1.9	3.4	·	-2	-0.2
Cc1ccc(S(=O)(=O)Nc2ccc3c(c2)CCC3)cc1C	3	1	-3	2	13	1.2	·	-15	1	-0.6
O=C(Nc1ccc([N+](=O)[O-])c(NC(=O)c2cccnc2)c1)c1cccnc1	·	-5	-2	0	·	-1.2	0.6	2	7	-0.7
COC(=O)c1ccc(NS(=O)(=O)c2ccc(-c3cc(C)no3)s2)cc1	5	6	-1	6	7	-1.1	1.6	0	1	-0.9
O=C(c1cccs1)N1CCN(c2nc3ccc([N+](=O)[O-])cc3s2)CC1	·	4	-2	3	·	-0.8	0.8	1&-12	-7	-1.4
CCc1ccc(CN(C)CC(=O)Nc2sccc2C#N)cc1	2	-4	-9	-10	-5	-0.8	·	-22	-6	-0.8
O=C(Nc1ccc(Cl)c(Cl)c1)Nc1ccccc1C(=O)O	6	-10	-22	-3	1	2.0	·	-24	-1	13
COc1ccc(C(=O)Nc2ncc3c(n2)CC(c2ccco2)CC3=O)cc1 (stereo unspecified)	-2	2	1	9	25	1.0	-0.6	6	-1	·
Cc1cc(N2CCCC2)ccc1NC(=O)CN1C(=O)NC(C)(c2ccccc2)C1=O (stereo unspecified)	3	9	7	5	43	0.2	1.2	38	-3	-0.3
O=C(O)c1ccc(Cn2cnc3c(=S)nc[nH]c32)cc1	·	4	·	7	·	-1.4	0.3	-9	3	-1.3
c1ccc2c3c(c(CN4CCCC4)cc2c1)COC3	-3	-5	2	-2	25	2.7	0.1	-2	0	-0.5
COc1ccc(-c2ccc(S(=O)(=O)NCC3CCCO3)cc2)cc1 (stereo unspecified)	-3	6	-14	-12	45	-0.6	·	-1&-1	1	i
CCOC(=O)N1CCN(CC(O)COc2ccccc2C(C)CC)CC1 (stereo unspecified)	-1	6	-3	-6	-4	0.3	·	-6	-1	-0.3
Cc1ccc(-n2ncc3c(=O)n(CC(N)=O)cnc32)cc1C	2	4	-2	4	20	16	1.2	-17	7	-0.3
Nc1nnc(SCC(=O)Nc2ccc(N3CCOCC3)cc2)s1	·	5	3	4	·	-0.7	-1.0	4	·	-0.3
COc1cccc(-n2c(-c3ccoc3)nc3ccccc3c2=O)c1	-3	5	-2	10	4	2.0	·	-11	-6	-1.3
CC(C)(C)NC(=O)Nc1ccc(Cn2cc(C(F)(F)F)ccc2=O)cc1	3	6	8	5	2	1.3	0.1	-6	-10	-0.1
NC(=O)c1ccccc1NC(=O)/C=C/c1ccccc1	3	-4	2	1	-2	0.2	·	0	-4	i
COC(=O)c1ccc(CSc2nnc(Nc3ccccc3OC)s2)o1	-1	-8	0	·	36	·	·	-17	·	·
CC(C)c1ccc2oc(-c3ccc(NC(=O)c4ncn[nH]4)cc3)nc2c1	-1	9	-15	2	-9	1.2	·	-11	-2	i

Record cards (already shown). Values in the order: 3CLpro inhibitor, MazF activator, Rv3671c protease, Yp Topo-I inh, VHR inh abs, PfHsp40 yeast, TcdB GH inh, PriA SSB inh, Anthrax LF inh2, Vc quorum ag
NC(=O)c1ccccc1NC(=O)/C=C/c1ccccc1 is listed as 3, -4, 2, 1, -2, 0.2, ·, 0, -4, i
CC(C)c1ccc2oc(-c3ccc(NC(=O)c4ncn[nH]4)cc3)nc2c1 is listed as -1, 9, -15, 2, -9, 1.2, ·, -11, -2, i
Nc1nnc(SCC(=O)Nc2ccc(N3CCOCC3)cc2)s1 is listed as ·, 5, 3, 4, ·, -0.7, -1.0, 4, ·, -0.3
O=C(O)/C=C/C(=O)Nc1ccc(-n2ccc(C(F)(F)F)n2)cc1 is listed as 0, 7, -1, -6, 20, -0.2, 0.4, -4, -1, -0.7

Next section.
SMILES	3CLpro inhibitor	MazF activator	Rv3671c protease	Yp Topo-I inh	VHR inh abs	PfHsp40 yeast	TcdB GH inh	PriA SSB inh	Anthrax LF inh2	Vc quorum ag
S=c1[nH]nc(-c2cccs2)n1/N=C/c1cn(-c2ccccc2)nc1-c1ccc(Cl)cc1	2	-1	-2	3	19	-0.8	0.1	·	-2	0.0
CN(C)S(=O)(=O)c1ccc(C(=O)NC(=O)CSc2ccccc2)cc1	3	-3	-7	0	2	-1.0	·	-26	0	-0.3
CC(C)(C)c1ccc(CS(=O)CC(O)CO)cc1 (stereo unspecified)	2	2	-1	3	-4	0.5	·	-12	-2	-0.4
Cc1ccsc1C(=O)OCC(=O)Nc1ccc(Cl)cn1	·	5	0	7	·	1.5	0.9	-9	2	-0.4
CC(OC(=O)c1cc(S(=O)(=O)N2CCOCC2)ccc1F)C(=O)NC1CCCC1 (stereo unspecified)	·	1	3	9	·	0.1	1.8	-8	10	-2.7
COc1ccc(N(C)C(=S)Nc2ccc3nc(C)c(C)nc3c2)cc1	-2	4	3	4	49	-0.2	0.2	7	2	i
O=C(Cc1ccccc1F)OCC(=O)N1CCN(C(=O)c2ccco2)CC1	0	3	-21	3	-4	1.5	0.3	2	-4	i
COc1cc(C(=O)OCC(=O)Nc2ccc(SC(F)F)cc2)cc(OC)c1OC	5	-4	-18	-2	-5	4.0	·	-15	2	-0.2
Nc1ccc2nc(CCCCCCc3nc4ccc(N)cc4[nH]3)[nH]c2c1	4	-27	8	1	38	0.3	9.1	33	-33	0.4
CSc1cccc(NC(=O)Cn2cnc(S(=O)(=O)N3CCCC3)c2)c1	1	7	4	3	2	0.1	3.9	-8	-2	0.2
CCc1cc(C(c2ccc(OC)c(OC)c2)N2CCOCC2)c(NC(=O)c2ccccc2)s1 (stereo unspecified)	2	-1	-7	-10	14	-0.8	·	2	0	-3.3
COc1ccc(/C=N/n2cnc3c([nH]c4ccc(Br)cc43)c2=O)cc1CN1CCOCC1	3	17	-10	·	4	·	·	·	·	·
Clc1ccc(Cn2ccnc2)cn1	0	5	-9	4	0	1.0	0.8	-6	-1	i
CCn1c([N+](=O)[O-])nc2c1c(=O)[nH]c(=O)n2C	-1	2	·	3	7	-0.7	0.0	-9	2	-0.2
COc1ccc(N2CSC3=C(C#N)C(c4cccs4)CC(=O)N3C2)cc1 (stereo unspecified)	0	-7	-5	-11	10	0.4	·	0	-7	0.1
CCC(Sc1ccccn1)C(=O)Nc1cccc([N+](=O)[O-])c1 (stereo unspecified)	1	-13	10	-2	8	-1.5	0.5	-10	7	-0.5
CCN(CC)S(=O)(=O)c1ccc(Cl)c(C(=O)NCC2CCCO2)c1 (stereo unspecified)	1	7	-1	0	6	-0.4	·	-4	-2	1.5
CCCCCOc1ccc(CSc2ncn[nH]2)cc1	1	6	-1	16	13	7.8	·	-1	4	-3.6
CC(=O)c1c(C)[nH]c(C(=O)COC(=O)C2(C)CC2(Cl)Cl)c1C (stereo unspecified)	·	6	0	-2	·	-0.6	1.8	-5	-4	i
CC(=O)Nc1ccc(OC(=O)N(C)C)cc1	-4	0	3	6	4	-1.5	·	4&-14	?	-0.4
C=CCC1(C(=O)N(C)Cc2ccccc2)CCN(C(=O)OC(C)(C)C)CC1	·	-11	0	0	·	-0.1	0.7	-4	2	-1.3
CC(C)C(C(=O)Nc1nccs1)c1ccccc1 (stereo unspecified)	0	1	-5	3	22	-0.1	·	-19	-1	i
Brc1cnc(N2CCCCC2)nc1N1CCOCC1	8	1	5	9	2	-0.3	·	-27	-1	i

The list is partial; count on the stated rates, not on these rows.
